TbREL1 inh: TbREL1 inhibition, primary screen; inhibition, % at 9.66 µM; TbREL1 RNA ligation, FRET fluorescence; P86926; 89,000 compounds, 0.49% hits;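 active = inhibition above the mean inhibition across all screened compounds plus 3 SD, cut at about 11% in these data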;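 also: 0% = plate median of test wells and 100% = NSC42067 control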
Target sequence (P86926 whole entry, looked up): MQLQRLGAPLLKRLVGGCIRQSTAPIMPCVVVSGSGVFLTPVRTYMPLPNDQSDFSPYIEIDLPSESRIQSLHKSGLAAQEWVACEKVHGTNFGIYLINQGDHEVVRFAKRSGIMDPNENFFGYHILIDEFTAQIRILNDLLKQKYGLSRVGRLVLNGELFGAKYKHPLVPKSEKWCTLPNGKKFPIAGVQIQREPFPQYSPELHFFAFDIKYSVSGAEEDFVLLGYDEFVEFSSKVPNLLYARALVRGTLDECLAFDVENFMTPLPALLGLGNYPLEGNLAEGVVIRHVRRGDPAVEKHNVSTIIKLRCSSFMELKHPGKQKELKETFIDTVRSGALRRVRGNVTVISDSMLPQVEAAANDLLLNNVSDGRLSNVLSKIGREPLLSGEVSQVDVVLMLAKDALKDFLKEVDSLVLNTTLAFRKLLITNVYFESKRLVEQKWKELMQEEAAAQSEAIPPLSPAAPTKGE
* = called active by the depositor. This is a subset; rates above refer to the full screens.

SMILES	TbREL1 inh
COC(=O)C1=C(CS(=O)(=O)c2ccc(OC)cc2)NC(=O)NC1c1ccccc1 (stereo unspecified)	1.0
O=C1N2CCCc3cccc(c32)C12Nc1ccccc1S2 (stereo unspecified)	-0.6
NS(=O)(=O)c1ccc(CCNC(=O)/C=C/c2cccc([N+](=O)[O-])c2)cc1	2.7
Cc1ccc(-n2c(Cc3cccs3)nnc2SCC(=O)Nc2cccc3ccccc23)cc1	-0.7
Cc1cc(C)c(C)c(S(=O)(=O)N2CCC(C(=O)N3CCCC3)CC2)c1C	2.7
O=S(=O)(c1cc(F)ccc1F)N1CCN(c2ncccn2)CC1	-0.9
CC(C)(C)OC(=O)C1=CC[C@@H](c2ccc(Cl)c(Cl)c2)N(S(=O)(=O)c2ccc(F)cc2)[C@H]1c1cccc(F)c1	2.5
CC(=O)N(C)c1ccc(NC(=O)/C=C/c2ccccc2Cl)cc1	-3.3
COc1ccc(-c2nnc(SCC(=O)Oc3ccc(C)cc3)o2)cc1	-0.1
CC1=NN(C(=O)c2ccccc2)C(O)(c2ccc(Br)cc2)C1 (stereo unspecified)	-1.0
C=CCn1c(SCC(=O)c2ccc(CNC(C)=O)o2)nc2scc(C3CC3)c2c1=O	-2.1
Fc1ccc(-c2n[nH]c(=S)n2N=Cc2ccc(-c3ccccc3)cc2)cc1	0.4
COc1ccccc1Cn1c(=O)[nH]c2cccnc21	-0.2
O=C1COc2ccc(C(=O)COC(=O)c3ccc(S(=O)(=O)C(F)F)cc3)cc2N1	-2.7
CCC(=O)Nc1ccc2c(c1)nc(CCN1CCN(c3ccccc3)CC1)n2C	-2.4
O=C(CN(C(=O)CNC(=O)c1cccs1)c1ccc(F)cc1)NC1CCCC1	-1.4
O=C(NCCc1ccccc1)OCc1cn(-c2ccc(F)c(F)c2)nn1	-1.6
O=C(Nc1ccccc1)C1=C[C@H](c2ccc(C(F)(F)F)cc2)C[C@H](OCCCCO)O1	-2.1
O=C1NC[C@H](CCCCN2C[C@H](Cc3ccccc3)N(Cc3ccccc3)C(=O)C2=O)N(CCc2ccccc2)C1=O	3.7
Cc1[nH]c2ccc(F)cc2c1CCN(Cc1ccncc1)C(=S)Nc1cccc(F)c1	-6.9
Cc1cccc(N(CC(=O)NC2CC3CCC2C3)S(=O)(=O)c2ccccc2)c1 (stereo unspecified)	1.7
c1ccc(-n2nc3ccccc3n2)cc1	1.9
O=C1CC(N2CCN(c3ccccc3Cl)CC2)C(=O)N1c1ccccc1 (stereo unspecified)	1.2
CCCCN(C(=O)COC(=O)c1sccc1C)c1c(N)n(CCC)c(=O)[nH]c1=O	6.0
COc1ccc(N2CCCN(CC(=O)Nc3ccccc3C)CC2)cc1	-8.8

(listing goes on)
SMILES	TbREL1 inh
CC(=O)Nc1cccc(-c2ccnc3c2CC(C)(C(=O)Nc2ccc(Cl)c(C(F)(F)F)c2)O3)c1 (stereo unspecified)	2.9
CN(C)c1ccc(N/C=C/C(=O)C(C)(C)C)cc1	-1.7
COc1ccc2[nH]c(=O)c(CN(C(C)=O)c3ccc(C)c(C)c3)cc2c1	-0.8
CCOC(=O)[C@H]1[C@H]2COc3ccc(OC)cc3[C@@H]2N2C(=O)CN(C)C(=O)[C@@]12C	3.6
COc1ccccc1OCCCC(=O)Nc1ccc([N+](=O)[O-])cc1Br	2.0
CCCCOC(=O)C1=C(C)Nc2ncnn2C1c1cc(OC)c(OC)cc1OC (stereo unspecified)	-0.2
COc1ccc(NC(=O)c2ccc(NC(=O)CN3CCC(C(N)=O)CC3)cc2)cc1	1.4
COc1cccc(NC(=O)C2CCC(CNS(=O)(=O)c3cccs3)CC2)c1 (stereo unspecified)	-1.8
CCOc1ccc(-c2nc(CSCC(=O)NC3CCC3)c(C)o2)cc1	4.2
CC(C)OCC1Cn2c(nc3c2c(=O)n(C)c(=O)n3C)O1 (stereo unspecified)	2.5
CC(=O)Oc1ccc(Cn2c(C)c(C(=O)NCc3ccc(C#N)cc3)sc2=O)cc1	-3.4
Cc1ccc2nc(SCC(=O)Nc3ccccc3N3CCOCC3)c(C#N)cc2c1	-0.5
COCCNC(=O)c1ccccc1NC(=O)c1ccc(OC)c(OC)c1	-0.9
COc1ccccc1C(CC(=O)c1ccccc1)C(=O)c1ccccc1 (stereo unspecified)	11.1*
CS(=O)(=O)N1N=C(c2ccco2)CC1c1ccco1 (stereo unspecified)	3.2
c1csc(CNc2ncnc3ccc(-c4ccc5c(c4)OCCO5)cc23)c1	5.0
Cc1ccc(NC(=O)N2CCCC2C(=O)Nc2ccc3c(c2)OCCO3)cc1 (stereo unspecified)	0.7
Cc1cc2nnc(SCC(=O)N3CCOCC3)n2c2ccccc12	-0.6
Cc1onc(-c2ccccc2)c1NC(=O)N(CCC#N)Cc1cccs1	1.6
O=C(Nc1ccc2c3c(cccc13)CC2)c1ccco1	2.6
COc1ccc(/C=C/c2ccc3cccc(O)c3n2)c(OC)c1OC	-0.1
CN(C)S(=O)(=O)c1ccc(N2CCOCC2)nc1	0.4
COc1cccc(N(CC(=O)NC2CC3CCC2C3)S(=O)(=O)c2ccccc2)c1 (stereo unspecified)	-2.1
COc1ccc(Br)cc1/C=C/C(=O)Nc1ccc(C)cc1	4.2
N#CCCN1CCN(S(=O)(=O)c2ccc(S(=O)(=O)NCC3CCCO3)cc2)CC1 (stereo unspecified)	0.9

The list goes on.
SMILES	TbREL1 inh
Cc1ccc(S(=O)(=O)Nc2cccc(N(C)S(C)(=O)=O)c2)cc1[N+](=O)[O-]	3.5
O=C(CNC(=O)c1ccc(Cl)cc1Cl)OCc1nnc(-c2ccccc2Br)o1	-1.4
C=C1C[C@H](O[C@@H]2O[C@H](CO)[C@@H](O)[C@H](O)[C@H]2O)[C@@H]2[C@H](OC(=O)[C@H]2C)[C@H]2[C@H](C)[C@@H](O)C[C@@H]12	4.1
COc1cccc(OC)c1OCCCOc1cccc2cccnc12	6.0
Cc1ccc(-c2nc3ncccn3c2NC(=O)Nc2ccc(OC(F)(F)F)cc2)cc1	3.1
COC(=O)c1sccc1NC(=O)COc1ccc(Cl)cc1	-0.5
O=C(NCCN1CCN(C(=O)c2ccc(F)cc2)CC1)c1ccc(F)cc1	-1.2
Cc1c(C(=O)NCc2ccc3c(c2)OCO3)oc2ccc(S(=O)(=O)N3CCCCC3)cc12	2.4
COc1ccc(/C=N/Nc2ccc(C(=O)O)cc2)cc1Br	6.7
O=[N+]([O-])c1ccc(N2CCCCC2)c(-c2nn[nH]n2)c1	-1.3
CC(=O)Nc1nc(-c2ccc([N+](=O)[O-])cc2)cs1	6.4
CN(C(=O)COC(=O)c1cc2ccccc2cc1O)C1CCCCC1	4.8
O=C(C1=C[C@@H](c2ccccc2)C[C@@H](OCCCCO)O1)N1CCN(Cc2ccc3c(c2)OCO3)CC1	-2.0
COc1cc(/C=C/C(=O)NC(C)C2CC3CCC2C3)cc(OC)c1OC (stereo unspecified)	2.7
COc1c(C)cc(S(=O)(=O)NCc2ccco2)c(C)c1C	3.6
CC1(C)CC(c2nc(-c3ccc([N+](=O)[O-])cc3)cs2)CCO1 (stereo unspecified)	1.8
CC1CCCC(C)N1/N=C/c1ccc([N+](=O)[O-])cc1 (stereo unspecified)	-4.3
CS(=O)(=O)N(CC(=O)N1CCN(C(c2ccccc2)c2ccccc2)CC1)C1CCCCC1	-2.2
Cc1cccc(NC(=S)N2CCN(Cc3ccc4c(c3)OCO4)CC2)c1C	-2.7
COc1cccc(OCCOc2ccccc2OC(C)C)c1	1.3
COc1ccccc1N1CCN(C2CCCN(C(=O)CN3CCCCC3=O)C2)CC1 (stereo unspecified)	-0.6
Nc1csnc1C(=O)O	3.8
CCCCNC(=O)C(c1ccc(-c2ccccc2)cc1)N(CCN1CCOCC1)C(=O)CCCCCN1C(=O)NC(c2ccc([N+](=O)[O-])cc2)C(C(=O)OCc2ccccc2)=C1C (stereo unspecified)	-1.1
Cc1ccc(OCc2cc(C(=O)N(CCO)Cc3cccs3)no2)cc1C	-3.2
O=C(Oc1ccc(Cl)c2cccnc12)N1CCCCCC1	2.6

Next section.
SMILES	TbREL1 inh
O=C(NCc1ccccc1F)C1CCC(CNS(=O)(=O)c2cccc3cccnc23)CC1 (stereo unspecified)	-1.0
O=C(NCc1ccco1)c1cccc(S(=O)(=O)N2CCCC2)c1	-1.0
Cc1ccccc1OCCNC(=O)c1ccc2ccccc2n1	-0.1
O=C(Nc1cccc(C(F)(F)F)c1)Oc1ccc(Cl)c2cccnc12	2.4
O=C1c2cccnc2C(=O)N1Cc1cccs1	2.6
COc1cc(CNCC(O)c2ccccc2)ccc1OCc1ccc(Cl)nc1 (stereo unspecified)	0.4
O=S(=O)(NCCc1ccncc1)c1ccccc1	0.5
CCC(=O)N1c2ccc(S(=O)(=O)CCC(=O)N3CCn4c3nc3ccccc34)cc2CC1C (stereo unspecified)	-1.5
Nc1nonc1-c1nc2ccccc2n1CCC(=O)O	1.1
O=C(CCC(=O)NNC(=O)COc1ccc(Br)cc1)NCc1ccccc1	1.0
CCn1c(-c2ccccc2Cl)nn(CC(=O)NCCc2ccccc2)c1=S	-2.0
CC(C)(C)c1ccc(C(=O)NNC(=O)c2ccccc2Br)cc1	-0.2
O=C(c1cc([N+](=O)[O-])cc([N+](=O)[O-])c1)N(Cc1nnc(-c2ccccc2Cl)o1)C1CC1	-0.6
CC#CCN1c2ccccc2[C@]23C[C@@H](C(=O)OC)N(C(=O)NC(C)(C)C)C2=NC(C(=O)OC)=C(C(=O)OC)[C@H]13	-2.5
CCN1CCN(C(CNS(=O)(=O)c2ccc(OC)c(C)c2)c2cccnc2)CC1 (stereo unspecified)	3.1
Cc1ccc(S(=O)(=O)NN2Cc3ccccc3C2=N)cc1	2.0
Cc1ccnc(Sc2nc3c(c(=O)[nH]c(=O)n3C)n2CCCc2ccccc2)n1	-1.7
S=c1[nH]nc(C2CCCCC2)o1	-7.2
Nc1cccc2cc(-c3ccccc3)oc12	2.5
CC(=O)c1sc(NC(=O)C(C)(C)C)nc1C	3.1
Cc1c(Nc2nc3ccccc3nc2NS(=O)(=O)c2cccs2)c(=O)n(-c2ccccc2)n1C	-4.0
CCC(Sc1ccc2nnc(CCNS(=O)(=O)c3ccc(OC)cc3)n2n1)C(=O)OC (stereo unspecified)	-2.0
Cc1cccc(C(=O)OCc2cncs2)c1	6.2
CCN(C(=O)COC(=O)/C=C/c1c(C)nn(-c2ccccc2)c1C)c1c(N)n(Cc2ccccc2)c(=O)[nH]c1=O	-3.3
COc1ccccc1Nc1nc(-c2sc(NC(=O)c3ccco3)nc2C)cs1	8.1

More records follow.
SMILES	TbREL1 inh
COc1ccc(OC)c(/C=C/C(=O)c2ccc(Cl)cc2)c1	5.1
COc1cc2oc(=O)ccc2c(OC)c1CC(O)C(C)(C)O (stereo unspecified)	-0.5
CC(C)C1C(=O)N(Cc2cn(CCC3OCCO3)nn2)CCS(=O)(=O)N1Cc1ccc(-c2cccc(N(C)C)c2)cc1 (stereo unspecified)	-1.8
Oc1ccc2ccccc2c1CNn1cnnc1	1.0
Cc1c(C(=O)OCC(=O)NC2CCCCC2)oc2ccccc12	6.6
COc1ccccc1NC(=O)C1(c2ccccc2)CCCC1	-0.1
Cc1cccc(-n2c(O)c(C=NC3CCS(=O)(=O)C3)c3ccccc3c2=O)c1 (stereo unspecified)	2.3
CCCCn1c(-c2ccc([N+](=O)[O-])cc2)n[nH]c1=S	-4.6
CCOC(=O)c1[nH]c(Cc2[nH]c(C(=O)OCC)c(C)c2CCC(=O)OC)c(CCC(=O)OC)c1C	-2.0
O=C(Nc1cccc(-c2cccc(Cl)c2)c1)C1CCN(Cc2ccccn2)CC1	-1.5
CN(c1ccccc1)S(=O)(=O)c1cccc(NC(=O)c2cccc(C#N)c2)c1	3.1
Cc1ccc2nc(-c3ccc(NC(=O)C4CCCO4)cc3)[nH]c2c1 (stereo unspecified)	7.7
COc1ccc(N2CCN(C(=O)COc3ncnc4ccccc34)CC2)cc1	-1.6
Cc1ccc(-n2ccnc(SCC(=O)NC3CCCC3)c2=O)cc1Cl	0.8
CN(C(=O)c1ccccn1)c1nnc(-c2cnccn2)s1	1.7
Cc1cc(C)cc(N(CC(=O)N2CCN(c3ccccc3)CC2)S(=O)(=O)c2c(C)noc2C)c1	-3.2
O=C(Nc1nc2c(s1)CCCC2)c1nn(Cc2ccccc2)c(=O)c2ccccc12	-1.4
C=CCn1c(N)cc(=O)nc1SCC(=O)N(c1ccccc1)c1ccccc1	-3.1
CCS(=O)(=O)NCc1cn2c(C)csc2n1	-0.2
CCc1ccccc1N(C(=O)c1snc(C(N)=O)c1N)C(C(=O)NCC1CCCO1)c1ccc(C)o1 (stereo unspecified)	5.5
CC(C)(C)c1ccc(S(=O)(=O)N2CCC(C(=O)NCc3cccs3)CC2)cc1	0.4
CCN(CC)CCNC(=O)NC1CCCCC1	-0.4
COC(=O)COC(=O)c1ccc(-n2nnnc2SC)cc1	0.4
CC(C)NC(=O)N(C)C[C@H]1Oc2c(NS(=O)(=O)c3cccs3)cccc2C(=O)N([C@H](C)CO)C[C@@H]1C	-3.3

Quoted at random: six entries already listed
SMILES	TbREL1 inh
Cc1ccc(-c2nc3ncccn3c2NC(=O)Nc2ccc(OC(F)(F)F)cc2)cc1	3.1
CN(C(=O)COC(=O)c1cc2ccccc2cc1O)C1CCCCC1	4.8
Nc1cccc2cc(-c3ccccc3)oc12	2.5
O=C(NCCc1ccccc1)OCc1cn(-c2ccc(F)c(F)c2)nn1	-1.6
COc1ccc(N2CCCN(CC(=O)Nc3ccccc3C)CC2)cc1	-8.8
Cc1cccc(NC(=S)N2CCN(Cc3ccc4c(c3)OCO4)CC2)c1C	-2.7
